# Screens: PubChem BioAssay, Fisher Drug Discovery Resource Center
# mcGAS MS inh = blocks mouse cGAS cGAMP production. 130,000 compounds, 0.18% hits. Q8C6L5. inhibition, % at 12.5 µM. AID 1259397. recombinant mouse cGAS, cGAMP by RapidFire MS;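 active means inhibition of cGAS enzyme activity at or above 60%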;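 further: enzyme stimulated by 45 bp dsDNA with ATP and GTP substrates; cGAMP share of summed cGAMP plus half ATP and half GTP signals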
# Target sequence (Q8C6L5 whole entry, looked up): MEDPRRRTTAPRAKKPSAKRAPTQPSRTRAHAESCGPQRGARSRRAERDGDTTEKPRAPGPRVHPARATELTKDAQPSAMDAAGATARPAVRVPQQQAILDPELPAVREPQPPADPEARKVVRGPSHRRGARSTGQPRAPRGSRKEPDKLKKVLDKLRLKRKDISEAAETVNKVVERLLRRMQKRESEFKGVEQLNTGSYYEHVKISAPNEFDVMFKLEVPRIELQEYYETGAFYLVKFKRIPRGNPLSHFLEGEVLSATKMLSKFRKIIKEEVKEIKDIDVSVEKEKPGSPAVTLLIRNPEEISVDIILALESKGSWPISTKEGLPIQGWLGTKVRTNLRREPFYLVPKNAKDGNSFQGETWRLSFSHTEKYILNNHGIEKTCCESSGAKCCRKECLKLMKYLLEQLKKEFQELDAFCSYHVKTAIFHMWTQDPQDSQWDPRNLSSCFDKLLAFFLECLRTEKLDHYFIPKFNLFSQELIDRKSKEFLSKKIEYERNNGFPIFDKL
# An asterisk follows results filed as active. The list is partial; the hit share may differ from the screen's.
structure,mcGAS MS inh
OCc1cc(-c2cc3ccccc3o2)on1,8
COC1(C)CC(N(C)c2ncccn2)C1(C)C (centres undefined),-11
Cc1ccsc1C(=O)N(C)C1CCCN(CCc2ccccc2)C1 (centres undefined),1
CC(C)C[C@H](NC(=O)[C@@H](O)[C@H](N)Cc1ccccc1)C(=O)O,-13
COc1cc(CNc2ccc3[nH]c(=O)[nH]c3c2)ccc1OCc1cccs1,-10
Fc1cccc(Cn2cc(Br)cn2)c1F,-5
CC(Nc1ccc(C#N)cc1)c1ccncc1 (centres undefined),3
O=S(=O)(c1ccc(/C=C/c2ccc(N3CCOCC3)cc2)s1)N1CCCC1,4
COc1ccc(/C=C2\C(=N)N3N=C(Cc4cccs4)SC3=NC2=O)cc1Br,-1
CC(C)(C(=O)N1CCC1(C)C(=O)NS(=O)(=O)c1ccc(C#N)cc1)c1ccccc1 (centres undefined),-15
Clc1cc(CSc2nnnn2C2CC2)cc2c1OCCCO2,-8
Cc1cc(C)n(CC(C)NCc2n[nH]c3c2CCC3)n1 (centres undefined),-16

# Sorted by molecular weight (falling): 3 of the compounds above
structure,mcGAS MS inh
O=S(=O)(c1ccc(/C=C/c2ccc(N3CCOCC3)cc2)s1)N1CCCC1,4
COc1cc(CNc2ccc3[nH]c(=O)[nH]c3c2)ccc1OCc1cccs1,-10
OCc1cc(-c2cc3ccccc3o2)on1,8

# Continuation.
structure,mcGAS MS inh
CCS(=O)(=O)c1ncc(CN(C)Cc2nc3c(s2)CCCC3)n1CCOC,2
COC(=O)CCC(C)N1CCc2[nH]nc(-c3ccccc3F)c2C1 (centres undefined),6
CCc1cc(CN(C)Cc2nc(-c3sccc3C)oc2C)on1,-5
COc1cc(Cl)c(C)cc1NC(=O)C(C)Sc1nnc(CSC)o1 (centres undefined),-10
CCn1c(CC2CCN(C(=O)c3ccc(CN(C)C)o3)CC2)nn(C)c1=O,-2
COCCNC(=O)N(C)C1CCN(Cc2ccccc2)CC1C (centres undefined),-23
Cc1ccc2oc(C(=O)N(C)Cc3nc(-c4ccncc4)no3)cc2c1,-14
COCc1nc(CNC2CCCC(C)(C)C2)no1 (centres undefined),-7
Oc1ccc(C=NN2CCCCC2)c(O)c1O,3
C=CCOc1nc(N2CCOCC2)nc(N2CCOCC2)n1,-15
Cc1ccncc1C(=O)Nc1ccccc1OCCOc1ccccc1,-15
CCCCCCn1c(=O)c2c(nc3n(C(C)C)c(C)c(C)n23)n(C)c1=O,-14
CC1(C(=O)NCc2cccc3ccccc23)CCN1CCCc1ccccc1 (centres undefined),-10
CC(=O)N[C@@H]1C[C@H](CC(C)C)O[C@H](c2ccc(Oc3ncccn3)cc2)C1,-11
CC(Cn1cnc2ccccc21)C(=O)NN=Cc1ccccc1 (centres undefined),-1
CC[n+]1c(C=CN(C)C)sc2ccccc21,-5
Cc1oc(-c2cccc(Cl)c2)nc1CN1CCSCC1,-10
O=C(COC(=O)C=Cc1ccc(I)o1)NC1CCCCC1,2
CCCOCC1CCN(C(=O)c2cccc(CC3CCNCC3)c2)C1 (centres undefined),-7
N#C/C(=C\c1cccc(Cl)c1Cl)c1nn(CCO)c(N)c1C#N,1
CCN(Cc1ccccc1)C(=O)CCc1nnc(Cc2ccc3c(c2)OCO3)o1,6
O=C(Nc1ccc(-n2cccc2)cc1)C1=CN2CCN(Cc3cscn3)C(=O)N=C2O1,-4
Cc1ccc(C(=O)N(C)CC(=O)Nc2c(Cl)cccc2Cl)n1C,1
O=C(NC1CC1)c1cc2n(n1)CCN(C(=O)CCn1nnc3ccccc31)C2,-16
NC1=NC(c2ccccc2)N2C(=N1)Sc1ccccc12 (centres undefined),3
Cc1ccc(CCNc2ccccc2)c[n+]1[O-],-6
Cc1ccc(N(CC(=O)N2CCC(C)CC2)CC(=O)N2CCC(C)CC2)cc1Cl,6
Cc1cc(C)c(CNS(=O)(=O)c2ccc(S(N)(=O)=O)cc2)c(C)c1,-6
Cc1cc(=O)[nH]c(-n2ncc(C(=O)Nc3ccc4c(c3)OCCO4)c2C)n1,-2
COCCn1c(N)c(C(=O)N2CCCC2)sc1=S,-6
CN(Cc1ccccc1)c1nc2c(c(=O)n(C)c(=O)n2C)n1CCSc1nc2ccccc2o1,0
CC1ON=C(c2cccs2)N(C)C1=O (centres undefined),-4
CCOc1ccc(NC(=Nc2nc(C)cc(C)n2)NC(=O)c2ccccc2)cc1,-10
O=C1CN(Cc2ccc(-c3nc(CCn4cccn4)cc(=O)[nH]3)cc2)CCCN1,-3
CCC1c2ccsc2CCN1C(=O)CNC(=O)c1ccc(C)c(C)c1 (centres undefined),-8
COc1cccc(CN(C)C(=O)Nc2cccnc2N2CCCC2)c1,-1
CC(C)Cn1c(CN2CCN(c3ccccc3)C(=O)C2)cnc1S(C)(=O)=O,7
Cn1ncc(NCc2ccc(-c3ccc4c(c3)CCO4)cc2)c(Cl)c1=O,-14
Cc1cc(C(=O)Nc2ccc(Br)cc2Cl)no1,-7
CN(Cc1cc(-c2ccncc2)no1)c1nccc(N2CCC(O)CC2)n1,-16
CC(=O)Oc1ccc2c(C)c(Cc3ccccc3)c(=O)[nH]c2c1,-3
CC(C)(C)c1noc(CS(=O)(=O)c2cc3c(cc2Cl)OCCO3)n1,-21
CCOC(=O)N1CCN(c2cc(=O)n(C3CCCCC3)c(=O)[nH]2)CC1,-3
O=C(NCCN1CCS(=O)(=O)CC1)c1cn[nH]c1-c1ccc(F)cc1,-2
O=C(COCC(F)(F)F)Nc1cc(Cl)c(Cl)cn1,-14
O=C(CCCS(=O)(=O)c1ccc(Cl)cc1)Nc1ncnc2sccc12,2
CC(C)NC(=O)C1(C)CCN1CCC(=O)c1ccccc1 (centres undefined),-5
COCCNc1nc(N)c([N+](=O)[O-])c(Nc2ccc(C)cc2)n1,-13

# Part of the list above, reformatted.
CCn1c(CC2CCN(C(=O)c3ccc(CN(C)C)o3)CC2)nn(C)c1=O
  mcGAS MS inh: -2
COCCNC(=O)N(C)C1CCN(Cc2ccccc2)CC1C (centres undefined)
  mcGAS MS inh: -23
Cc1ccc2oc(C(=O)N(C)Cc3nc(-c4ccncc4)no3)cc2c1
  mcGAS MS inh: -14
COCc1nc(CNC2CCCC(C)(C)C2)no1 (centres undefined)
  mcGAS MS inh: -7

# Carrying on:
canonical_smiles | mcGAS MS inh
CC1=NN(c2ccccc2)C(=O)/C1=C/c1ccc(-c2cc(Cl)ccc2Cl)o1 | -8
CC(C)c1ccccc1-n1ccn(CN(C2CC2)C2CCS(=O)(=O)C2)c1=S (centres undefined) | -4
Fc1cccc(-n2nnnc2SCc2cc3c(cc2Br)OCO3)c1 | 43
CN(Cc1ccccc1)C1CCCN(Cc2ccc3nonc3c2)C1 (centres undefined) | -2
CN(Cc1ccsc1)C(=O)CONC(=O)C(C)(C)c1ccccc1 | -11
Cc1csc(Sc2ccc(C(=O)OCC(=O)N3CCNC3=O)cc2[N+](=O)[O-])n1 | -5
CC(C)(C)NC(=O)[C@H]1CC[C@H]2[C@@H]3CC[C@H]4NC(=O)C=C[C@]4(C)[C@H]3CC[C@]12C | 4
CCN(CC)CCn1c(C)cn2c3c(=O)n(Cc4cccc(C)c4)c(=O)n(C)c3nc12 | -11
Cc1cccc(N=C2NC(=O)/C(=C\c3cccs3)S2)c1 | -6
O=C(NCC1CN(c2ccc(F)cc2)C(=O)O1)c1ccco1 (centres undefined) | -3
CCOc1c(CC)cnc2c1c(=O)n(CC#N)c(=O)n2C | -3
O=C(c1ccc2nc(-c3ccccc3)c(-c3ccccc3)nc2c1)N1CCC(n2c(=O)[nH]c3ccccc32)CC1 | 5
CCCC[n+]1cccc2ccccc21 | -8
CCN(CC(O)c1ccc(C)cc1)C(=O)c1cnn(Cc2ccccc2)c1 (centres undefined) | -4
Cc1cc(-c2nc(C)sc2CC(=O)NC(c2ccccc2)C2CC2)c(C)s1 (centres undefined) | -9
COCCN=c1scc(-c2cc(OC)ccc2OC)n1N=Cc1ccc([N+](=O)[O-])o1 | -28
NC(=O)NC(=O)COC(=O)CC12CC3CC(CC(C3)C1)C2 | -15
CCOC(=O)COc1ccc2c(=O)cc(-c3ccccc3)oc2c1 | 4
O=C(NCc1ccco1)N1CCN(CC(F)(F)C(F)F)CC1 | -5
O=c1c(O)c(-c2ccccc2)oc2ccc3occc3c12 | -11
CCCn1nnnc1CSc1nnc(-c2cccs2)n1C1CC1 | -3
CN(C1CCCCC1)S(=O)(=O)c1ccccc1NC(=O)Cn1c(=O)oc2ccccc21 | -3
CCNC(=O)c1ccc(-c2cc(NCCO)nc3[nH]ccc23)cc1 | -10
O=C([C@@H]1C[C@@H](O)CN1)N1CCC(Cc2nncn2-c2ccccc2)CC1 | -7
O=C(CCCn1nnnc1CN1CCc2ccccc2C1)N1C[C@H]2CC[C@H]1C2 | 0
CCC(CO)N(Cc1ccsc1)C(=O)c1ccsc1 (centres undefined) | -14
CN(C)c1cc(Cl)nc(SCc2cccc(C(=O)O)c2)n1 | 3
COc1ccccc1CNC(=O)CN1CCN(C)c2ccc(F)cc21 | -9
CNS(=O)(=O)c1ccc(Cl)c(C(=O)Nc2nc(C)cs2)c1 | 6
O=C(CN1CCCC1c1ccccc1)NCc1ccccc1Cl (centres undefined) | -9
NC(=O)c1c(NC(=O)c2noc3c2CCCCC3)sc2c1CCCC2 | -3
COC(=O)[C@@H]1OC(=O)C2OC23[C@@]1(C)CCC1[C@@]2(C)CCC(=O)C(C)(C)C2C[C@@H](OC(C)=O)[C@]13C (some centres undefined) | -8
N#Cc1ccccc1CSc1nnc(-c2c[nH]c3ccccc23)o1 | -8
COc1ccc(CS(=O)(=O)CC(=O)N(C)Cc2cccc(F)c2)cc1F | 6
O=C1OC(c2cccc3ccccc23)=N/C1=C/C(Cl)=C/c1ccccc1 | -1
Cc1cc(C(C)NC(=O)CN(C)C(=O)c2ccccc2)c(C)s1 (centres undefined) | -2
c1ncn(CCCNC2CCC3(CCNCC3)CC2)n1 | -17
CC(C)Cn1c(CN2CC(C)OC(C)C2)nc2c1c(=O)n(C)c(=O)n2C (centres undefined) | -1
CCC(=O)N(c1nnc(SCc2nc3sc(C)c(C)c3c(=O)[nH]2)s1)C1CC1 | 19
Cc1cc(CSC(C)C(=O)Nc2ccc(C)c(F)c2)on1 (centres undefined) | -9
CN1CCN(C2CC(=O)N(N(C)C)C2=O)CC1 (centres undefined) | -9
O=C(/C=C/c1ccccc1)N1CCC(N2CCC(C(=O)N3CCCC3)CC2)CC1 | -14
COc1ccc(OC2CCN(C(C)=O)CC2)c(C(=O)N(C)Cc2ccc(C)o2)c1 | 7
COc1ccc(NC(=O)c2nn(-c3cccc(F)c3)c(OC)cc2=O)cc1Cl | -6
COc1ccc(-c2cc(C(=O)NC(C)c3ccccc3)c3ccccc3n2)cc1OC (centres undefined) | -9
NS(=O)(=O)c1ccc(CCNc2ncnc3[nH]ncc23)cc1 | -5
CCc1ccc2c(-c3cccc(Cl)c3)nc(=O)n(CC)c2n1 | -5
CSc1nc2nc(C)c(CC(=O)O)c(C)n2n1 | 0
NC(=O)[C@H]1CCCN1C(=O)c1ccc(OCC(=O)N2CCCCC2)cc1 | -52
COc1c(O)ccc(C2NC(=O)N(CCc3ccccc3)C(c3ccccc3)=C2C(C)=O)c1[N+](=O)[O-] (centres undefined) | -2

# Not a retest: two of the compounds above.
canonical_smiles | mcGAS MS inh
CCc1ccc2c(-c3cccc(Cl)c3)nc(=O)n(CC)c2n1 | -5
CSc1nc2nc(C)c(CC(=O)O)c(C)n2n1 | 0

# More records
canonical_smiles | mcGAS MS inh
Cn1c(N)c(C(=O)CSc2nnc3n2CCCCC3)c(=O)n(C)c1=O | -5
CC1CN(C2CC2)CC1NC(=O)c1cccn1Cc1cccs1 (centres undefined) | -6
COc1ccc(NC(=O)CN2CCCCC2c2nc(-c3cccc(F)c3)no2)cc1 (centres undefined) | -5
CC(C)(C)c1ccc(OCC(=O)Nc2ccc3c4c(cccc24)C(=O)NC3=O)cc1 | -7
CCNC(=O)Cc1ccc(-c2cc(C)ccc2OC)cc1 | -4
Cc1cccnc1CN1CCN(Cc2nn(C)c3cccc(Cl)c23)CC1 | -34
Cn1ccc2ccc(CN3CCN(c4ncnc5ccccc45)CC3)cc21 | -23
O=C(NCCc1c[nH]c2ccc(O)cc12)c1cccnc1Nc1cccc(C(F)(F)F)c1 | -18
Cc1nn(-c2ccccc2)c(C)c1CC(=O)N(C)C(C)Cc1ccccn1 (centres undefined) | -26
CCOc1ccc(C2CCCN2CCCc2nc(C)no2)cc1 (centres undefined) | -6
Cc1ccc2c(C(=O)N(C)C(C)c3ccccn3)cc(C)nc2c1 (centres undefined) | -22
CS(=O)(=O)c1ccccc1S(=O)(=O)NCCSC1Sc2ccccc2NC1=O (centres undefined) | -5
Cn1c(=O)c2c(ncn2CC(=O)NCCN2C(=O)CSC2=O)n(C)c1=O | -7
Cc1nn(C)c2nc(NNC(=O)Nc3cc(Cl)nc(Cl)c3)cc(C(C)C)c12 | 6
Cc1nonc1CN(C)Cc1cn(Cc2ccccc2)nc1-c1ccc2c(c1)OCO2 | -2
C=CCNC(=S)NN=Cc1ccc2c(c1)OCCO2 | -5
CC1=C(C(=O)N(Cc2ccsc2)C2CC2)C(c2nc[nH]c2C)NC(=O)N1 (centres undefined) | -36
Cc1onc(-c2c(Cl)cccc2Cl)c1C(=O)NCC1CCCO1 (centres undefined) | -2
COC(=O)C(C)CN(C)C(=O)NC(C)c1c(F)cccc1Cl (centres undefined) | -5
COc1ncnc(NS(=O)(=O)c2ccc(N)cc2)c1OC | -2
O=C(c1ccc(OC(F)F)cc1)N1CCOC(Cc2ccccc2)C1 (centres undefined) | -5
COC(=O)[C@@H]1C[C@H](C(=O)NCc2cccnc2)[C@H](c2cccc(F)c2F)N1C | -13
CCc1ccc(CN(C)c2nccc(N3CCC(O)C3)n2)nc1 (centres undefined) | -12
